PG9 Ab binder = binders of HIV-1 gp120 antibody PG9, primary screen, biochemical, TR-FRET | HIV-1 gp120 / PG9 antibody interaction | TR-FRET gp120-PG9 antibody binding | inhibition, % at 6.7 µM | 360,000 compounds, 0.43% hits; in the data active = inhibition above about 8.5%
NR1D1 modulator = modulators of Rev-erb alpha DNA binding, primary screen, biochemical, FITC-DNA, fluorescence polarization, uHTS; Nuclear receptor subfamily 1 group D member 1 (Homo sapiens), P20393; activity, % at 10 µM; Rev-erbα–FITC-DNA binding, 90 min; 370,000 compounds, 0.79% hits;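 active = activity above about 14%, limit read from the data; passing the limit was not always enough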;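 also: 0% = DMSO wells with 35 nM protein and 100% = DMSO wells with 750 nM protein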
SIAE inh = human SIAE inhibitors, primary screen, biochemical, fluorescence polarization, FP-Rh probe, 1536-well HTS. Sialate O-acetylesterase (Homo sapiens), Q9HAT2. SIAE FP-Rh probe binding. inhibition, % at 9.66 µM. 370,000 compounds, 0.69% hits. AID 1053197, 2014;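 active = inhibition above a cutoff: mean of compounds within the control limits plus 3 SD of those, cut at about 17% in these data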;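 also: 0% = plate median of compound wells and 100% = probe without SIAE protein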
rCAG RNA binder = binders of r(CAG) RNA repeats, primary screen, biochemical, fluorescence. 370,000 compounds, 1.3% hits. r(CAG) RNA repeat, TO-PRO-1 dye displacement fluorescence. inhibition, % at 3 µM;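 active = inhibition above the plate cutoff, the mean of all test compounds on that plate plus 3 SD, cut at about 35% in these data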;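 also: 0% = DMSO alone and 100% = 100 µM mitoxantrone as full dye displacement; higher means more dye released from RNA so lower well fluorescence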
LEDGF integ inh = blockers of LEDGF/p75-dependent integrase strand transfer – biochemical, TR-FRET, high throughput, primary screen. HIV-1 integrase (with human LEDGF/p75). TR-FRET IN-LEDGF/p75 DNA integration, Eu/Cy5. inhibition, % at 3.7 µM. 370,000 compounds, 0.64% hits. AID 743269, 2014;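 active = inhibition above the screen-wide mean plus 3 SD, cut at about 13% in these data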;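 also: signal is the Cy5 over europium emission ratio at 671 and 618 nm; 0% = plate median of compound wells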
TDP2 absorb = human TDP2 enzyme inhibitors, primary screen, biochemical, epi absorbance, recombinant enzyme; Tyrosyl-DNA phosphodiesterase 2 (Homo sapiens), O95551; T5PNP hydrolysis, p-nitrophenol absorbance 415 nm; inhibition, % at 12.8 µM; 370,000 compounds, 0.34% hits;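 active = inhibition above the mean of all tested compounds plus 3 SD, set per campaign, cut at about 25% in these data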;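 also: 0% = DMSO with enzyme and 100% = buffer with substrate but no TDP2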
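Evaluation: % inhibition relative to enzyme-containing and enzyme-free wells. Material: recombinant human TDP2. Benchmarks: enzyme-free and DMSO wells. Timing: enzyme reaction with compound for 2 h at 37 °C. Compound dosing: 12.8 µM only. Measured by: p-Nitrophenol epi absorbance. Reagent: T5PNP substrate at 5 mM, a TopII-DNA adduct mimic. Replication: single well per compound.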
ABHD4 inh = ABHD4 inhibitors, primary screen, biochemical, fluorescence polarization, mouse. (Lyso)-N-acylphosphatidylethanolamine lipase (Mus musculus), Q8VD66. purified mABHD4, FP-Rh probe fluorescence polarization. inhibition, % at 8.92 µM. 370,000 compounds, 0.54% hits. AID 720543, 2013;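 active = inhibition exceeding the mean over every tested compound plus 3 SD, cut at about 30% in these data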;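 also: 0% = plate median of compound wells and 100% = S159A mutant with DMSO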
Target sequence (Q8VD66 whole entry, looked up): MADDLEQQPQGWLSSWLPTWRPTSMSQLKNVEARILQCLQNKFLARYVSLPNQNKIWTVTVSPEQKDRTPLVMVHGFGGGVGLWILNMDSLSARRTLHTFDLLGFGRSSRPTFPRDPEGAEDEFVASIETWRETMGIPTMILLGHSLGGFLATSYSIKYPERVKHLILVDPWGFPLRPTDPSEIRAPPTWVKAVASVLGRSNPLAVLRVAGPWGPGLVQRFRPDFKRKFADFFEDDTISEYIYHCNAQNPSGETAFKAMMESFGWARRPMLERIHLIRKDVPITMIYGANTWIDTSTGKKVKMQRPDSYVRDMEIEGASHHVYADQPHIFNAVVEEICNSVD
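System: mouse ABHD4 enzyme, wild type / Medium: HEPES pH 7.0, NaCl, Pluronic buffer / Reagent: FP-Rh activity-based fluorescent probe / Control set: S159A mutant high control, sample median low control / Detection: fluorescence polarization with parallel and perpendicular emission, 525/598 nm / Schedule: 45 min + 60 min at 25 °C / Compound dosing: 8.92 µM, single dose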
PRMT1 FP inh = PRMT1 methyltransferase inhibitors, primary screen, biochemical, fluorescence polarization. AID 652257, 2013. recombinant PRMT1, activity-based probe fluorescence polarization. Protein arginine N-methyltransferase 1 (Homo sapiens), Q99873. 370,000 compounds, 1.3% hits. inhibition, % at 2.79 µM;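 active = inhibition above about 21% made by adding two undisclosed values, limit read from the data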
HTRA1 inhibitor = HTRA1 serine protease inhibitors, primary screen, biochemical, fluorescence polarization, HTS | 340,000 compounds, 0.5% hits | Q92743 | recombinant HTRA1, FP-rhodamine activity-based probe | inhibition, % at 5.96 µM; in the data active = inhibition above about 36%;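 also: 0% = enzyme with DMSO and 100% = wells lacking enzyme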
Target sequence (Q92743 whole entry, looked up): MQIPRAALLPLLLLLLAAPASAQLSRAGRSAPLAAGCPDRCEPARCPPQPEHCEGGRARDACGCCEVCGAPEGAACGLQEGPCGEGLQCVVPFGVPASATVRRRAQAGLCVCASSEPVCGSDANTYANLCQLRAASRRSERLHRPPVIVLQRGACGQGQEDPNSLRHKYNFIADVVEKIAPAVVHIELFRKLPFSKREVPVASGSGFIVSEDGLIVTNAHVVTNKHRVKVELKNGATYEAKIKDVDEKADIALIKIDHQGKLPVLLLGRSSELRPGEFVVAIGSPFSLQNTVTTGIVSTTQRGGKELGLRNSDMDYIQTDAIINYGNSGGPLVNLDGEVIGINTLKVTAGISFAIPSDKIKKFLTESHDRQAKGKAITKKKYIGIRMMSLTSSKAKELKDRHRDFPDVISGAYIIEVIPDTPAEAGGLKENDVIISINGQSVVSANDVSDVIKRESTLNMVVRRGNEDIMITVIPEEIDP
TCR-CD3 inh = inhibitors of human TCR-CD3 interaction, primary screen, biochemical, fluorescence, TAMRA-labeled TCR probe | inhibition, % at 9.4 µM | T-cell receptor (TCR) | 360,000 compounds, 0.37% hits; in the data active = inhibition above about 19%;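 also: recombinant mutant TCR 2C K166C tagged with TAMRA read by polarization; 0% = receptor in buffer alone and 100% = receptor with positive control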
Numbers without * were called inactive; nt = no result given.

SMILES	PG9 Ab binder	NR1D1 modulator	SIAE inh	rCAG RNA binder	LEDGF integ inh	TDP2 absorb	ABHD4 inh	PRMT1 FP inh	HTRA1 inhibitor	TCR-CD3 inh
CC(C)NC(=O)NC(=O)CSc1nnc(COc2ccccc2Cl)o1	-1.1	-4	-2	-6	-2	-2	-6	-2	-2	4
c1ccc2c(CCNc3ncnc4nc[nH]c34)c[nH]c2c1	0.4	-5	-3	0	1	14	-1	0	5	7
N#Cc1ccc(Oc2nc(C(N)=O)cc(-c3ccccc3)n2)cc1	2.8	4	-2	1	2	-1	1	1	-12	7
Oc1[nH]c2ccccc2c1C1=NCCCCC1	-1.9	-4	3	-1	-1	5	2	6	6	-1
CN(C(=O)c1cccc(NC(=O)Cc2cccc(NC(=O)C3CCN(C(=O)C4CCCC4)CC3)c2)c1)C1CC1	0.2	-2	1	2	3	-1	-2	1	3	1
CCn1cc(CN2CCCC(CNS(=O)(=O)c3cccc4cccnc34)C2)cn1 (configuration not stated)	-1.0	-5	11	-6	0	8	5	-3	3	-2
CCC(=O)Nc1cc(-c2cc3ccccc3oc2=O)ccc1OC	-3.5	4	-3	-2	-10	-7	-4	-2	-6	6
COC(=O)c1cc(COc2ccc3c(c2)oc(=O)c2ccccc23)c(C)o1	1.6	29*	-7	8	-2	-1	-6	-1	-2	2
Cn1c(=O)c2[nH]c(SCc3ccccn3)nc2n(C)c1=S	-2.1	-2	2	2	0	14	-1	-2	nt	-4
CC1=NN(c2ccc(C)c(C)c2)C(=O)C1C(c1cccc(O)c1)C1C(=O)N(c2ccc(C)c(C)c2)N=C1C (configuration not stated)	-1.8	-1	15	70*	42*	80*	15	6	7	-2
FC(F)(F)c1cc(Oc2ccccc2Cl)nc(-c2ccccn2)n1	0.5	1	-1	-8	-2	0	1	-2	-7	5
Cc1ccc(-c2nc(=S)c3c(n2CCN2CCOCC2)CC(C)(C)OC3)cc1	-1.2	-5	1	-6	2	1	3	3	-2	3
CC(=O)C1=C(C)NC(SCC(=O)c2ccc(Cl)cc2)=C(C#N)C1CC(C)C (configuration not stated)	0.7	6	0	0	0	-1	-8	4	-9	-2
CCC(=O)N1CCN(c2ccc(NC(=S)NC(=O)c3ccc(OC)c([N+](=O)[O-])c3)cc2)CC1	-1.4	3	6	3	3	-6	5	-2	10	-2
CCCC/S(CC1CC1(Cl)Cl)=N\S(=O)(=O)c1ccc(C)cc1 (configuration not stated)	1.6	-6	-4	-7	3	-12	1	3	2	-4
CCOc1ccc(CCNC(=O)c2ccc(CS(=O)Cc3ccc(Cl)cc3)o2)cc1OCC (configuration not stated)	-0.8	0	5	-5	-5	-5	10	4	-8	-3
O=C(COc1ccc(S(=O)(=O)NC2CCCCC2)cc1)NC1CCCCC1	-1.0	0	-1	-10	-2	9	0	-1	-6	2
Cc1ccc(-c2cc(N)nc(-c3ccccc3)c2)cc1	-1.3	10	-2	2	-9	-12	-4	3	-34	-2
O=[N+]([O-])c1ccccc1NCCOc1ccccc1	-0.8	5	12	-1	1	-1	-5	-2	-12	4
O=C(/C=C/c1cccs1)N1CCN(c2ccccc2F)CC1	-1.5	-2	3	0	0	3	3	0	3	-3
COc1ccc(NC(=O)c2cccnc2C(=O)O)c(OC)c1	-2.2	-2	-3	3	6	-4	8	7	1	3
Cc1ccccc1C(=O)c1cccn1CC(=O)NC(C)c1ccc2c(c1)OCCO2 (configuration not stated)	0.1	-1	-5	-4	0	6	-6	1	-10	4
COCCN(CC1CCCN(C2Cc3ccccc3C2)C1)C(=O)c1ccc(C(C)=O)cc1 (configuration not stated)	-1.1	-2	2	-3	-3	7	2	0	-3	7
CCC(C)NC(=O)CN1C(=O)C(CC)Sc2ccccc21 (configuration not stated)	-2.6	-8	-4	0	-2	-2	2	-4	-4	5
CCCN(CCC)CC(C)(C)NS(=O)(=O)c1ccc(Cl)cc1	1.2	-2	-7	-6	-6	-9	2	8	4	-3
COCC(=O)N(C)C[C@@H]1Oc2cc(Br)ccc2S(=O)(=O)N([C@H](C)CO)C[C@H]1C	1.8	6	-10	1	1	-3	-1	-1	4	-3
O=c1ccncn1C1OC(CO)C(O)C1O (configuration not stated)	1.3	0	-5	-1	-3	7	-2	2	10	-1
COc1cnc(-c2ccccn2)nc1N(C)C	-3.0	-9	5	0	2	-15	2	-3	3	0
CCCC(=O)N1c2ccccc2C(=C2SC(C(=O)OC)=C(C(=O)OC)S2)C(=S)C1(C)C	-4.2	9	1	5	4	-13	0	4	-1	-7
COc1ccc(NC(=O)c2ccc(Cl)cc2)c[n+]1[O-]	-2.5	-4	-1	3	4	1	-4	0	1	-1
CCOC(=O)C1CCCN(C(=O)CCn2nnnc2CN2CCOCC2)C1 (configuration not stated)	-0.2	3	-2	-5	1	-4	-3	3	2	-7
OCCNC(=S)c1ccccc1	-1.6	8	-3	-1	2	-21	7	-3	7	0
COc1ccc(S(=O)(=O)N2CCOC2CNC(=O)C(=O)NCCN(C)C)cc1 (configuration not stated)	-2.0	3	7	-2	-1	21	7	-4	-7	0
COC(=O)c1ccc(N2C(=O)CC(N(C)CCc3ccc(OC)c(OC)c3)C2=O)cc1 (configuration not stated)	-0.2	8	-4	-2	-1	1	10	9	4	-1
c1ccc(Oc2ccccn2)cc1	0.3	-2	0	0	2	-6	5	-4	3	5
O=C(COC(=O)COc1ccc(Cl)cc1)NCc1ccc2c(c1)OCO2	-1.1	-6	1	2	0	3	-7	0	1	4
Cn1c(CNC(=O)c2ccccc2F)nnc1SCCOc1ccccc1	-0.6	-3	1	-4	5	12	-2	-6	5	5
Cc1ccc(S(=O)(=O)Nc2ccc(Cl)cc2C(=O)c2ccccc2)cc1	-2.9	0	-1	17	2	-2	-8	-2	-27	6
CC1(C)CC(=O)c2cc(OCC(=O)NCCCN3CCN(c4ccccc4F)CC3)ccc2O1	-1.2	-7	4	-7	2	0	-1	0	-1	4
Nc1cc(=O)nc(SCC(=O)NCc2ccccc2)n1CCc1ccccc1	-1.1	-3	0	0	2	11	0	2	0	3

Profiles, looked up by structure. Order of values: PG9 Ab binder, NR1D1 modulator, SIAE inh, rCAG RNA binder, LEDGF integ inh, TDP2 absorb, ABHD4 inh, PRMT1 FP inh, HTRA1 inhibitor, TCR-CD3 inh
`COCCN(CC1CCCN(C2Cc3ccccc3C2)C1)C(=O)c1ccc(C(C)=O)cc1` (configuration not stated) is entered as -1.1, -2, 2, -3, -3, 7, 2, 0, -3, 7
`c1ccc2c(CCNc3ncnc4nc[nH]c34)c[nH]c2c1` is entered as 0.4, -5, -3, 0, 1, 14, -1, 0, 5, 7
`CCOc1ccc(CCNC(=O)c2ccc(CS(=O)Cc3ccc(Cl)cc3)o2)cc1OCC` (configuration not stated) is entered as -0.8, 0, 5, -5, -5, -5, 10, 4, -8, -3

Next compounds.
SMILES	PG9 Ab binder	NR1D1 modulator	SIAE inh	rCAG RNA binder	LEDGF integ inh	TDP2 absorb	ABHD4 inh	PRMT1 FP inh	HTRA1 inhibitor	TCR-CD3 inh
COc1ccc2[nH]c(=O)c(CN(C(C)=O)c3cc(C)ccc3C)cc2c1	-0.3	1	-7	-1	-1	2	5	1	-3	3
COc1ccc(Oc2ccc(/C=N/NC(=O)c3cccnc3)cc2[N+](=O)[O-])cc1	-3.3	4	-13	3	2	7	-7	-3	-3	0
COc1ccc(CNC(=O)CNS(=O)(=O)c2cccc(C#N)c2)cc1OC	-0.6	1	3	-1	-3	3	2	-1	6	2
O=C(C1CCN(S(=O)(=O)N2CCC3(CC2)OCCO3)CC1)N1CCCCC1	1.2	6	0	-6	0	7	4	-1	5	0
CC(C)(C)n1nnnc1CN1CCN(C2CCCC2)CC1	-1.6	2	2	-5	-2	-8	1	0	3	4
O=C(COC(=O)c1ccc(Cl)nc1)NCc1ccc(F)cc1	1.7	-2	4	6	-1	2	-2	1	-11	3
COc1ccc(NC(=O)COC(=O)CNC(=O)COc2ccccc2)cc1OC	2.1	-4	5	-7	-2	-1	1	3	-2	-2
CCCC(=O)NC(c1ccccc1)c1c(O)ccc2ccccc12 (configuration not stated)	-1.1	-3	0	1	0	12	-14	-4	-13	-9
O=C(NCCc1nnc2ccc(NCc3cccnc3)nn12)c1ccccc1F	-0.5	-4	8	-2	0	-8	-3	0	11	1
N#CCC(=O)Nc1ccc(C(=O)OCC(=O)c2ccc3c(c2)NC(=O)CO3)cc1	4.6	-9	-67	19	-2	-1	-26	0	-20	8
COc1ccc(CCNS(=O)(=O)c2ccc3c(c2)CCCC3)cc1OC	-0.8	1	1	2	-1	6	-5	-3	0	0
CC(=O)N1CCN(CC(=O)Nc2c(Cl)ccc(C)c2Cl)CC1	0.3	-2	-4	1	0	-1	3	5	-3	-5
CN(c1ccc(F)cc1)S(=O)(=O)c1ccc(Cl)c(C(=O)NCC2(N3CCOCC3)CCCCC2)c1	-0.7	-2	5	3	2	-5	2	-2	-4	-1
COc1ccc(NC(=O)/C(N=Nc2ccc(Cl)c(S(=O)(=O)Nc3ccc(Cl)cc3)c2)=C(\C)O)cc1	3.6	0	-3	4	-5	5	8	0	-3	-9
COCCNC(=O)Cn1nc(-c2ccccc2OC)ccc1=O	1.8	-2	2	-1	-1	-8	1	0	-3	6
O=S(=O)(c1ccc(F)cc1)N1CCC(c2nc3ccccc3[nH]2)CC1	-1.6	2	4	0	-4	-1	2	0	-1	-2
Nc1nonc1-n1nnc(C(=O)N/N=C/c2cccnc2)c1CSC1=NCCS1	-1.7	0	-1	2	-1	-4	6	47*	-1	2
COc1ccc(-c2cc(=O)oc3cc(OCc4nn[nH]n4)ccc23)cc1	-0.7	3	-8	26	3	-3	-18	5	2	12
Clc1ccccc1CSc1cc2c(nn1)-c1ccccc1CC2	-1.4	-2	-3	2	-2	-11	-10	-1	-22	0
O=C(Cc1ccsc1)NNC(=O)c1ccc(F)cc1	2.2	-11	-1	5	2	5	2	-1	2	-1
CC(C)Cc1nnc(NC(=O)CC(C)c2ccccc2)s1 (configuration not stated)	-1.8	3	6	-6	3	-15	-2	-2	-4	3
O=C(Cn1cnc2c(oc3ccccc32)c1=O)N1CCCc2ccccc21	0.3	2	-10	3	-4	-11	-19	4	3	-13
COc1ccc(/C=C(\C#N)C(=O)Nc2cccc3ncccc23)cc1OC	-0.7	2	-1	4	2	-3	-1	3	4	1
O=C(Oc1ccccc1)N1CCN(c2ccc(F)cc2)CC1	-0.3	1	-7	-4	1	-5	4	-3	-5	9

Not all compounds are listed (hit frequency here may not be typical).
